Screening results deposited in PubChem BioAssay by National Center for Advancing Translational Sciences (NCATS).
RXFP1 antagonist = RXFP1 (human) relaxin receptor antagonism. Q9HBX9. HEK293-RXFP1, relaxin-stimulated cAMP HTRF, 30 min; hits give low values. activity change, negative = inhibition, % at 57.5 µM. hit rate 0.59% among 350,000;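 active means activity change of -60% or lower, but not beyond a set lower limit; inconclusive means change between -60% and -40%, or beyond the set limit; inactive means change above -40%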; further: on the % scale 0 is the no-effect control and ±100 the full control effect
RXFP1 agonist = RXFP1 (human) receptor agonism | hit rate 0.3% among 370,000 | Potency, µM (titrated, usually from 57.5 µM), without a hit: top-dose activation, actives largely listed as activators | HEK293T-RXFP1 cAMP TR-FRET, 30 min; response scale: percent of porcine relaxin response, buffer zero; further: potency means the concentration at half of the fitted maximal effect; on the % scale 0 is the no-effect control and ±100 the full control effect; nearly all actives have a fitted effect of over 60% in size; many of its hits are not listed in these tables
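cAMP rise read by TR-FRET after 30 min, 37C compound exposure (up to 58 uM) in RXFP1-transfected HEK293 cells with Ro 20174 present. EC50 from Hill-equation fits, with 29 nM porcine relaxin as 100% and buffer as basal.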
D1 ag = agonists of human D1 dopamine receptor | P21728 | hit rate 1% among 360,000 | activation, % at 2 µM | HEK293 T-REx D1 cells, calcium flux, agonist mode; in the data active means activation above about 30%; further: 0% is about no effect
Target sequence (P21728 whole entry, looked up): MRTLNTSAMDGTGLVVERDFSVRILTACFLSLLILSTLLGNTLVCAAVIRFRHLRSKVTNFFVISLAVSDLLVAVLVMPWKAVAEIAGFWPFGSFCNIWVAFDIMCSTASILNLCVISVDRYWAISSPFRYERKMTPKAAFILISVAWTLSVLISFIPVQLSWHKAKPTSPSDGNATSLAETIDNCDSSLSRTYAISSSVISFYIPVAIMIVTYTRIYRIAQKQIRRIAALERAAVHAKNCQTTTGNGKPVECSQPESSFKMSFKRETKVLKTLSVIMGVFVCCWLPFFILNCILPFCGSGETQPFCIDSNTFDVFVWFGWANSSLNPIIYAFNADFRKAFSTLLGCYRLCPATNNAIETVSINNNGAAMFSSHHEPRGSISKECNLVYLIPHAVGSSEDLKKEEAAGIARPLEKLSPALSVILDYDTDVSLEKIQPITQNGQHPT
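Tetracycline-induced HEK293 TREx D1 cells, force-coupled to calcium signalling, were dye-loaded with a no-wash calcium kit. Compound was pin-added after a 10 s baseline. Fluorescence was read kinetically at 1 cycle/s for 180 s, with calcium rises flagged as agonism.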
Vif-A3G inh = inhibitors of Vif-APOBEC3G interaction; Q9HC16; hit rate 0.076% among 410,000; HeLa A3G-eYFP + Vif (tagged APOBEC3G with the HIV-1 protein that degrades it), YFP fluorescence, overnight; AID 602310; Potency, µM (titrated, usually from 46.1 µM), inactives show top-dose activity, negative = active, usual class: inhibitors;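 further: potency means the concentration at half of the fitted maximal effect; on the % scale 0 is the no-effect control and ±100 the full control effect; nearly all actives have a fitted effect of over 60% in size; hits raise eYFP signal because A3G escapes Vif-driven loss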
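Read-out is eYFP fluorescence (Ex 488/Em 500-530) from Vif-expressing HeLa A3G-eYFP cells; more signal means A3G escaped Vif-mediated degradation. Cells plated overnight, compound pinned in, incubated overnight at 37 deg C.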
Glioma ERSR ind = inducers of ER stress response in human glioma cells; Potency, µM, without a hit: at the highest dose activation, usual class: activators; hit rate 0.02% among 420,000; AID 602332; U87-MG GRP78 promoter luciferase reporter, 16 h; further: potency means the concentration at half of the fitted maximal effect; series mostly up to about 76 µM; % of control where 0% means no effect; nearly all actives have a fitted effect of over 35% in size
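Stably transfected U87-MG human glioma cells carrying a GRP78-based luminescent sensor were seeded at 1000 cells/well, pin-dosed with compounds and incubated 16 h. Luciferase reagent was then added, and end-point luminescence was read after 10 min at room temperature.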
D1 potentiator = human D1 dopamine receptor positive modulation; P21728; HEK293 TREx D1 cells, calcium flux, dopamine EC20 potentiation; potentiation, % at 10 µM; hit rate 0.036% among 360,000; in the data active means potentiation above about 30%; further: 0% is about no effect
Vif-APOBEC3F blk = inhibitors of Vif-A3F interaction. HeLa A3F-eYFP + Vif (tagged APOBEC3F with the HIV-1 protein that degrades it), YFP fluorescence increase. AID 602313. Potency, µM (titrated, usually from 46.1 µM), inactives show top-dose activity, negative = active. hit rate 0.2% among 390,000; further: potency means the concentration at half of the fitted maximal effect; % of control where 0% means no effect; nearly all actives have a fitted effect of over 65% in size
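HeLa cells stably expressing A3F-eYFP plus Vif, plated and incubated overnight at 37 deg C, then exposed to compounds overnight at 37 deg C. Blocked degradation read as raised yellow fluorescence (Ex 488/Em 500-530).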
D2 potentiator = positively modulates the human D2 dopamine receptor allosterically | HEK293 T-REx D2, calcium flux, EC20 dopamine potentiation | hit rate 0.34% among 340,000 | P14416 | potentiation, % at 10 µM;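 active means potentiation over 3 SD above the plate norm, cut at about 30% in these data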; further: 0% is about no effect
Target sequence (P14416 whole entry, looked up): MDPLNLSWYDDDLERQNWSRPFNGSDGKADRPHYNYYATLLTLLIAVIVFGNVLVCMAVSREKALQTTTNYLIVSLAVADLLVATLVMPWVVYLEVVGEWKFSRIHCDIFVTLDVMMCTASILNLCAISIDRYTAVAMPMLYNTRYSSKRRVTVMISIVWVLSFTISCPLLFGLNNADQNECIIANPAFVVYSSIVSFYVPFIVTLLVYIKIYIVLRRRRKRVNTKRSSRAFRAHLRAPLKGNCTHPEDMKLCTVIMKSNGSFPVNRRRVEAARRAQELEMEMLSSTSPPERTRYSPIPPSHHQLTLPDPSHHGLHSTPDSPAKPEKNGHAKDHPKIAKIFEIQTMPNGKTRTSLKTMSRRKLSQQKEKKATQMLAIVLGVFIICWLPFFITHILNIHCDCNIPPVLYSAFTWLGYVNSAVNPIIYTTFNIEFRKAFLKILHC
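Primary screen. Calcium kinetics in induced HEK293 T-REx D2 cells: compound pre-addition 180 s, EC20 dopamine, 180 s more.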
D1 antagonist = antagonists of human D1 dopamine receptor. P21728. HEK293 TREx D1 cells, calcium flux, dopamine EC80; hits give low values. activity change, negative = inhibition, % at 10 µM. hit rate 3.2% among 360,000. AID 504652; in the data active means activity change below about -30%; further: on the % scale 0 is the no-effect control and ±100 the full control effect
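Compound effects on dopamine-evoked calcium signalling were measured in tetracycline-induced HEK293 Trex D1 cells. Dopamine at EC80 followed a 180 s compound pre-read, and fluorescence was tracked kinetically for 180 s more.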
An asterisk follows results filed as active; ? = inconclusive; nt = not tested or not shown; & = joins results of further samples. Unless noted, the call rests on the fitted dose curve; in most records, active means well fitted curve in the direction sought with a large enough effect; inconclusive means small, poorly fitted or top-dose-only effect, or another doubt; inactive means no such curve, though single readings can be large; an effect the other way counts as inactive or inconclusive. Only part of the results is shown (hit frequency here may not be typical).

SMILES | RXFP1 antagonist | RXFP1 agonist | D1 ag | Vif-A3G inh | Glioma ERSR ind | D1 potentiator | Vif-APOBEC3F blk | D2 potentiator | D1 antagonist
CCN(CC)C(=O)C1=C(C)N(Cc2ccccc2)C(=O)C(CC(=O)NCCN2CCOCC2)C1 (centres undefined) | -1 | nt | nt | 0% | -5% | nt | 0% | nt | nt
CCn1c(SC(C)C(=O)Nc2ccc(N3CCOCC3)cc2)nnc1C1CC1 (centres undefined) | 2 | -1.0% | 2 | 0% | -3% | 0 | 0% | 2 | 3
Cc1ccc(NC(=O)CN2C(=O)NC3(CCCCC3)C2=O)cc1S(=O)(=O)N1CCOCC1 | -4 | nt | nt | 0% | -5% | nt | 13% | nt | nt
COc1cc2c(cc1OC)C(c1cccc([N+](=O)[O-])c1)N(C(=O)CCC(=O)O)CC2 (centres undefined) | 7 | 2.6% | 3 | 3% | -4% | -6 | 0% | -9 | -27
O=[N+]([O-])c1cccc(-c2cn(-c3ccccc3)c(=S)[nH]2)c1 | -14 | -0.1% | -1 | -1% | 1% | 2 | -13% | 4 | 12
Cc1c(-c2ccccc2)nc(N)c(C#N)c1-c1cccnc1 | 1 | 4.6% | 3 | 3% | -3% | 0 | -2% | 7 | -10
COc1ccc2[nH]c(=O)c(CN(Cc3ccccc3)C(=S)NCC3CCCO3)cc2c1 (centres undefined) | 2 | -0.2% | 2 | -1% | -1% | 8 | 4% | 1 | 3
Cc1ccc(C(=O)NCCSCc2ccc(Cl)cc2Cl)cc1[N+](=O)[O-] | -3 | 0.0% | 8 | 0% | -1% | -10 | -2% | -6 | -12
O=C(Nn1c(-c2ccncc2)nc2ccccc2c1=O)c1ccc(Br)cc1 | -9 | -1.9% | 1 | 4% | -1% | -2 | -4% | nt | -23
CCCn1c(C)cc(/C=C(\C#N)C(=O)OCC(=O)Nc2cccc(S(N)(=O)=O)c2)c1C | 4 | 2.5% | 0 | 5% | 3% | nt | 6% | 7 | 9
O=C(CN1C(=O)C2CCCCN2c2ccc(C(=O)N3CCCC3)cc21)NCc1ccccc1 (centres undefined) | -2 | -1.3% | 0 | 4% | -2% | 1 | -8% | 13 | -8
CCCCc1nn2c(=O)cc(COC(=O)c3ccc(NC(=O)c4ccccc4Cl)cc3)nc2s1 | -10 | 4.6% | -2 | 4% | 3% | 2 | -7% | 2 | 2
COc1cc(N2C(=O)CSC23C(=O)Nc2ccccc23)cc(OC)c1OC (centres undefined) | 9 | -0.6% | 2 | 1% | -1% | -3 | -3% | -5 | -5
COc1cc(NC(=O)c2noc3c2CCCC3)c(OC)cc1Cl | -13 | 1.0% | 1 | 2% | -3% | 4 | -7% | nt | -15
CCOc1ccc(S(=O)(=O)Nc2cnc3ccccc3c2)cc1 | -4 | 3.1% | 8 | 1% | -1% | -1 | 10% | nt | -12
Cc1ccc(Nc2ncnc3c2cnn3C)c(C)c1 | 16 | 19% | 2 | 0% | -1% | -3 | 4% | -1 | 5
CC(=O)Nc1nc2n(n1)C(c1ccc(Cl)cc1)C=C(C)N2 (centres undefined) | -1 | 1.1% | 1 | -2% | -1% | -3 | 4% | 12 | 5
COc1ccc(CCNC(=S)N(C)C)cc1OC | -10 | 0.7% | 2 | 3% | -1% | -1 | 16% | 4 | 4
O=C(O)c1cccc(N/N=C/c2ccc(OC(F)(F)F)cc2)c1 | -4 | 8.0% | 3 | -1% | -17% | 6 | 0% | -2 | -8
COc1ccc(CNc2nc(-c3ccco3)nn2C(=O)c2ccccc2C)cc1 | -2 | -0.7% | 4 | 0% | 1% | -2 | 2% | nt | -36*
COc1cccc(NC(=O)c2ccc(N3C(=O)C4CC=CCC4C3=O)cc2)c1 (centres undefined) | -3 | nt | nt | 0% | -1% | nt | -1% | nt | nt
O=C(CNC(=O)c1ccccc1F)NCCOc1ccccc1Cl | -5 | -0.8% | 0 | 3% | 0% | 7 | 2% | 10 | -5
COc1cccc(-n2c(=O)c3c(C)c(C(=O)N(C)C)sc3n(CC(=O)Nc3ccc(C)cc3Cl)c2=O)c1 | -11 | 1.2% | 2 | 2% | -6% | 0 | 0% | 3 | 1
CN(Cc1cnn(C)c1)C(=O)C1CCC(=O)N(Cc2ccc(Cl)cc2)C1 (centres undefined) | -5 | -1.3% | 1 | -5% | -6% | 2 | -3% | 0 | 7
O=C(Cc1ccccc1)NC(=S)Nc1ccc2oc(-c3ccccc3)nc2c1 | nt | 4.1% | 2 | nt | nt | -5 | nt | -5 | -5

Five compounds out of the list, arranged by SMILES length, descending:
SMILES | RXFP1 antagonist | RXFP1 agonist | D1 ag | Vif-A3G inh | Glioma ERSR ind | D1 potentiator | Vif-APOBEC3F blk | D2 potentiator | D1 antagonist
O=C(CN1C(=O)C2CCCCN2c2ccc(C(=O)N3CCCC3)cc21)NCc1ccccc1 (centres undefined) | -2 | -1.3% | 0 | 4% | -2% | 1 | -8% | 13 | -8
O=[N+]([O-])c1cccc(-c2cn(-c3ccccc3)c(=S)[nH]2)c1 | -14 | -0.1% | -1 | -1% | 1% | 2 | -13% | 4 | 12
Cc1ccc(C(=O)NCCSCc2ccc(Cl)cc2Cl)cc1[N+](=O)[O-] | -3 | 0.0% | 8 | 0% | -1% | -10 | -2% | -6 | -12
Cc1ccc(Nc2ncnc3c2cnn3C)c(C)c1 | 16 | 19% | 2 | 0% | -1% | -3 | 4% | -1 | 5
COc1ccc(CCNC(=S)N(C)C)cc1OC | -10 | 0.7% | 2 | 3% | -1% | -1 | 16% | 4 | 4

Continuation.
SMILES | RXFP1 antagonist | RXFP1 agonist | D1 ag | Vif-A3G inh | Glioma ERSR ind | D1 potentiator | Vif-APOBEC3F blk | D2 potentiator | D1 antagonist
COc1ccccc1N1CCN(c2ccc3c(c2)S(=O)(=O)c2cccc(C(=O)NCC4CC4)c2C3=O)CC1 | 5 | nt | nt | -5% | 4% | nt | -2% | nt | nt
O=C(COC(=O)C1CC1)Nc1ccc(Cl)cn1 | 9 | 4.7% | 1 | 1% | -1% | -3 | 8% | 7 | 2
CNS(=O)(=O)c1cn(CC(=O)N2CCN(c3ccccc3OC)CC2)cc1S(=O)(=O)NC | 2 | -1.1% | 1 | -1% | -3% | -1 | 10% | 1 | -2
COc1ccc(N2CCN(CCC(N)=O)CC2)cc1 | -11 | -1.4% | 4 | -1% | 0% | -3 | -18% | -8 | -4
COc1ccc(C2=Nn3c(nnc3-c3ccccc3OC)SC2)cc1OC | 7 | 14%&20% | 0&1 | -58%&-37% | -3%&-5% | -3&-1 | -20% | 37* | -10&-11
CN1CCN(S(=O)(=O)c2ccc(Nc3cccc(Cl)c3)c([N+](=O)[O-])c2)CC1 | 3 | 1.5% | 2 | 1% | 1% | -14 | 0% | 3 | -25
O=C(c1cc(S(=O)(=O)N2CCOCC2)ccc1F)N(Cc1nnc(-c2ccccc2Cl)o1)C1CC1 | -16 | 3.1% | 0 | 0% | -3% | -4 | 1% | 7 | 5
COC(=O)c1sc(NC(=O)c2cc(-c3ccccc3)nc3ccccc23)c(C#N)c1C | -19 | 1.5% | 26 | -13% | -4% | -4 | -18% | -15 | -24
NC1=NC(=O)/C(=C/c2ccccc2OS(=O)(=O)c2ccc3ccccc3c2)S1 | nt | -0.3% | 4 | 4% | -3% | -4 | -5% | -5 | 10
CCCCNC(=S)N(C)/N=C/c1sc(N2CCCCC2)nc1-c1cccs1 | nt | 2.7% | 7 | nt | nt | -1 | nt | 8 | 7
CCCc1nn(-c2cc(Cl)ccc2OC)c2c1C(=O)CCC2 | nt | -2.1% | 4 | -1% | -4% | 2 | 2% | -2 | -46*
CC(Oc1ccc2ccccc2c1)C(=O)NNC(=O)Nc1ccccc1F (centres undefined) | 4 | 0.9% | 1 | 0% | 7% | 5 | 1% | -13 | 11
COc1ccc(/C=C/C(=O)c2ccccn2)cc1 | -6 | 3.0% | 6 | -8% | 2% | -2 | ? | -2 | -6
Cc1nn(-c2ccccc2)c2c1C(=O)N(c1ccccc1)C(=O)C(C)(C)C2 | -7 | 1.6% | 2 | -3% | -2% | -3 | -1% | 3 | -40*
COC(=O)/C=C1/S/C(=N/NC(=O)c2ccc(OC)cc2)NC1=O | 9 | -0.9% | 1 | 2% | -8% | -1 | -4% | -4 | 5
C=CCn1c(SCC(=O)Nc2ccccc2OC)nnc1-c1ccco1 | nt | 0.8% | 0 | nt | nt | -1 | nt | 9 | -2
CCCCCCOC(=O)CCn1[nH]c(=O)c2ccccc2c1=O | -1 | 0.6% | 0 | -1% | 0% | -1 | nt | nt | 1
COc1ccc(S(=O)(=O)N2CCCCC2)cc1NC(=S)Nc1ccccc1 | 0 | 0.7% | 2 | 2% | -2% | -6 | -1% | -4 | -24
C=Cc1ccc(Cn2c(=O)cc(C)c3c(C)nn(C)c32)cc1 | -4 | 1.7% | 51* | 3% | -4% | 7 | -1% | 0 | -29
COc1cccc(CNCCOCCO)c1OC | -16 | 2.4% | 2 | 0% | -4% | -4 | -9% | -5 | -18
Cc1sc2c(c1C)CN(C1CC(C)(C)NC(C)(C)C1)CN2C(=O)c1ccco1 | nt | 0.7% | 3 | nt | nt | 10 | nt | 14 | 15
CC(C)Oc1ccc(CNC(=O)c2ccc3c(c2)N(Cc2ccc(F)cc2)CCS3)cc1 | 2 | 9.9% | -1 | nt | nt | 0 | nt | -4 | 7
CC(C)C(=O)Nc1cc(-c2nc3ncccc3o2)ccc1Cl | 4 | -0.3% | 0 | 1% | -2% | 10 | -1% | -4 | 4
CSc1ccccc1OCc1cc(C(=O)NCCC2CCCCO2)no1 (centres undefined) | -2 | 0.5% | 1 | -1% | 5% | -2 | -3% | -4 | -5
COc1ccccc1NC(=O)COc1ccc(Br)cc1CNC1CCCC1 | -6 | 1.3% | 26 | 4% | -6% | -12 | -9% | -20 | -7
Cc1[nH]c2ccccc2c1SCC(=O)O | -7 | 2.8% | 4 | 3% | -3% | -1 | -1% | -10 | 4
